Bioassay records (PubChem BioAssay)
DT40 TDP1 CPT: growth inhibition of DT40 Tdp1-/-;hTDP1 cells with camptothecin (screen for TDP1 inhibitors); Potency, µM (doses to about 46.2 µM), for the others: top-dose activity change, negative = growth inhibition, most hits filed as inhibitors; AID 686979; 12% of 420,000 active; chicken DT40 Tdp1-/-;hTDP1 cells + 20 nM CPT, ATP luminescence, 48 h; also: nearly all actives have a fitted effect of over 55% in size
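Chicken DT40 Tdp1-/- cells complemented with human TDP1, 400 cells/well, exposed to compounds plus 20 nM camptothecin for at least 48 h at 37 C; viability read as ATP content by CellTiter-Glo luminescence.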
GCN5L2 inh: GCN5L2 (KAT2A) acetyltransferase inhibition | Q92830 | GCN5L2 HAT assay, ThioGlo1 CoA-SH fluorescence | Potency, µM (highest dose often 58.9 µM), without a hit: at the highest dose activity change, negative = inhibition, most hits filed as inhibitors | 0.21% of 390,000 active
Target sequence (Q92830 whole entry, looked up): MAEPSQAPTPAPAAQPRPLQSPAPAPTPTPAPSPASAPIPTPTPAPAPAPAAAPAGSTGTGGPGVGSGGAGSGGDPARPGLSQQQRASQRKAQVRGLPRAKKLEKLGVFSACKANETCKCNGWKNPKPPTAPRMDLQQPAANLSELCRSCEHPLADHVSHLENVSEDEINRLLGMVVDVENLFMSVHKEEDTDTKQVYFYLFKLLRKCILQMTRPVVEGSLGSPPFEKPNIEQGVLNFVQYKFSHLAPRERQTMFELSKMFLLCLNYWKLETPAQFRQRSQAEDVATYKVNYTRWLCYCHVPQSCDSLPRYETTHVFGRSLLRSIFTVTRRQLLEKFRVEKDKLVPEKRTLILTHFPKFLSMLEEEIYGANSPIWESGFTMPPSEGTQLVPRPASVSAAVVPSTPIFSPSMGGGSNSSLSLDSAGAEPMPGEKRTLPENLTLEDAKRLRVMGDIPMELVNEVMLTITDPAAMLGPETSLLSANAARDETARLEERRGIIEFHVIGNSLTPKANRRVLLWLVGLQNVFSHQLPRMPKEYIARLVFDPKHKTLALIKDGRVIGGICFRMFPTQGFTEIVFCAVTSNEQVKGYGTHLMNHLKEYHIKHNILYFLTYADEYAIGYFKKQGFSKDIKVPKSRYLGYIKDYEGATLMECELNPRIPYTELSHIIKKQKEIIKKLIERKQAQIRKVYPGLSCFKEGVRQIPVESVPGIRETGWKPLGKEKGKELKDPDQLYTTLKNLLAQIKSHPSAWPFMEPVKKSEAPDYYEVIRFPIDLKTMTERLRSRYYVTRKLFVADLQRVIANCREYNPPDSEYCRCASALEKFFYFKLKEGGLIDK
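Fluorescence readout, Ex340nm/Em540nm: ThioGlo1 (50uM final) reacts with free CoA thiol released as 20nM GCN5L2 acetylates H3(1-25) peptide (75uM) using acetyl-CoA (70uM). Compound and enzyme sat 15 min beforehand; 20 min room-temperature reaction.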
FEN1 inh: human FEN1 inhibition. Potency, µM (top dose mostly 114 µM), without a hit: at the top dose activity change, negative = inhibition, most hits filed as inhibitors. Recombinant FEN1 flap cleavage, fluorescence, 15 min. P39748. 0.35% of 390,000 active; also: nearly all actives have a fitted effect of over 65% in size
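Nuclease activity of 10 nM FEN1 was measured after 15 min of room-temperature exposure to titrated compounds, by adding 50 nM flap substrate and reading plates at 0 and 15 min.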
* hit, by the source's call; ? = inconclusive; / = not tested or not shown. Calls follow the shape of the dose curve; as a rule, active = well fitted curve in the direction sought with a large enough effect; inconclusive = small, poorly fitted or top-dose-only effect, or another doubt; inactive = no such curve, though single readings can be large; an effect the other way counts as inactive or inconclusive. % is scaled to controls: 0 for no effect and ±100 for the full control effect; potency is read from the fitted curve at half-maximal effect.

Each structure is followed by: DT40 TDP1 CPT | GCN5L2 inh | FEN1 inh
Cc1ccc(N(CC(=O)NC(C)C)C(=O)CCC(=O)Nc2ccccn2)cc1
  -16% | 2% | 6%
COc1ccc(-c2cc(N)n(S(=O)(=O)c3ccc(C)cc3)n2)c(OC)c1
  -50% | -6% | -21%
CC(C)C(=O)N(c1ccc(F)cc1)C1C=CS(=O)(=O)C1 (stereo unspecified)
  ? | -8% | 4%
CCc1ncc(C(=O)c2ccc(OC)cc2)n1C
  0% | -1% | 1%
CCCCOc1ccc2c(C)cc(=O)oc2c1OCCCC
  16µM* | -18% | 0%
Cc1nnc(SC(C)C(=O)NC2CCCCC2)s1 (stereo unspecified)
  12% | 0% | 3%
O=[N+]([O-])c1ccc(S(=O)(=O)NCC(c2cccnc2)N2CCc3ccccc3C2)cc1 (stereo unspecified)
  ? | 3% | -1%
Nc1nccnc1C(=O)N/N=C/c1ccco1
  -22% | -29% | -13%
CCn1c(SCC(=O)Nc2sc(C)c(C)c2C#N)nnc1C1CC1
  4% | -6% | -7%
O=C(COC(=O)c1cccs1)Nc1ccc(Cl)cn1
  1% | 2% | -3%
O=[N+]([O-])c1nn(-c2ccc3c(c2)OCCO3)n(O)c1=NC1CCCC1
  18µM* | -17% | 12%
CCCCCC(O)(c1ccccc1)C(CN1CCOCC1)c1ccccc1 (stereo unspecified)
  ? | -4% | -27%
c1ccc2c(c1)OCCOCCOCCOCCOCCOc1ccccc1OCCOCCOCCO2
  8.2µM* | 0% | -5%
COc1cccc(C2c3[nH]c4ccccc4c3CCN2Cc2cnn(C)c2)c1 (stereo unspecified)
  -12% | -10% | -14%
Cc1ccc(/C=C/C(=O)c2c(C)cc(C)[nH]c2=O)cc1
  8.9µM* | -2% | -18%
O=C(COC(=O)c1ccccc1Br)Nc1ccc(F)cc1
  2% | 5% | 12%
Cc1ccccc1-c1nnc(-c2ccccc2C)o1
  -21% | -1% | -1%
CCc1cccc(NC(=O)COc2ccccc2)c1
  -2% | -10% | -13%
CCc1ccc2nc(N3CCN(C(=O)c4ccco4)CC3)sc2c1
  ? | 3% | 16%
CCCc1cc(=O)[nH]c2nnc(SCC(=O)Nc3ccc(OC)cc3)n12
  -1% | -10% | 17%
COc1ccc(CC(=O)NCCc2csc(-c3ccc(Cl)cc3)n2)cc1
  18µM* | -5% | 1%
CN=C1S/C(=C\c2cccn2-c2cccc(Br)c2)C(=O)N1C
  -18% | / | -13%
COCCn1nnnc1C(CC(C)C)N1CCN(c2nc3ccccc3s2)CC1 (stereo unspecified)
  -16% | -2% | -13%
COc1ccccc1CNC(=O)C1CCC1
  -5% | 2% | 2%
CN(C(=O)CSc1cn(CC(=O)N2CCCCCC2)c2ccccc12)c1ccccc1
  ? | -13% | 16%
Clc1ccccc1COc1ccccc1-c1nnco1
  4% | -5% | 4%
Cc1cccc(NC(=O)CCCSc2nc3ccccc3[nH]2)c1
  ? | -3% | 12%
CCCNC(=S)N1CCCC(c2nc3ccccc3[nH]2)C1 (stereo unspecified)
  -7% | -1% | 6%
COc1ccc(C(=O)COC(=O)c2cc(-c3ccccc3)nc3c(C)cccc23)cc1
  ? | -7% | -12%
COc1cccc(OC)c1C(=O)NCC12CC3CC(C1)CC(CNC(=O)c1c(OC)cccc1OC)(C3)C2
  -7% | 3% | 8%
CCOc1ccc(-c2nc(S(=O)(=O)c3ccccc3)c(N3CCOCC3)o2)cc1
  14% | -5% | 9%
CCc1nnc(NC(=O)Cc2ccc(Br)cc2)s1
  13% | -1% | -5%
Cc1ccc(CNC(=O)C(=O)NCC2OCCN2S(=O)(=O)c2cccs2)cc1 (stereo unspecified)
  -11% | 0% | 24%
CC1(C)C2CCC1(CS(=O)(=O)NCCc1c[nH]c3ccccc13)C(=O)C2 (stereo unspecified)
  -2% | -1% | -20%
CN1CCN(CCCNC(=O)c2cc3c(=O)n(C)c4ccccc4c3s2)CC1
  8.2µM* | 1% | ?
CCc1ccccc1OCC(=O)NC1CCCC1
  -26% | -8% | 2%
Cc1[nH]c(C)c2c(=O)n(Cc3ccc(Cl)cc3)ncc12
  -1% | 0% | 2%
CCN(CC(=O)Nc1ccc2c(c1)OCCO2)C(=O)C(C)Oc1ccc(F)cc1 (stereo unspecified)
  2% | / | 1%
CCOc1ccc(C2NC(=O)c3ccccc3O2)cc1OCC (stereo unspecified)
  4% | -2% | -4%
CC(=O)Nc1ccc(S(=O)(=O)N(C)CC(=O)NC2CCCCCCC2)cc1
  -25% | -2% | 0%
CCC1CCCCN1Cc1nc2c(c(=O)n(C)c(=O)n2C)n1Cc1cccc2ccccc12 (stereo unspecified)
  ? | 2% | 5%
Cc1ccc(C(CNC(=O)c2ccc(Br)o2)N2CCN(C)CC2)cc1 (stereo unspecified)
  ? | -2% | 3%
CCOc1ccc2nc(NC(=O)C3CCCN(S(=O)(=O)c4cccs4)C3)sc2c1 (stereo unspecified)
  ? | -7% | -13%
O=C(O)CN1C(=O)/C(=C\c2cccc(OCc3ccc(F)cc3)c2)SC1=S
  0% | -8% | -25%
CCn1c(SCC(=O)NNC(=O)c2ccccc2)nnc1-c1ccncc1
  -21% | 4% | -2%
Cc1ccc(NC2c3ncccc3C(=O)N2Cc2ccc(F)cc2)cc1 (stereo unspecified)
  ? | -1% | -13%
CC(C)(C)OC(=O)NCCCC[C@H](NC(=O)c1nc[nH]c1C(=O)N1CCN(c2ccccc2)CC1)C(=O)OC(C)(C)C
  ? | -7% | 1%
CCOC(=O)C1=C(C)Nc2nc(C)nn2C1c1ccc(OC)c(OC)c1 (stereo unspecified)
  -9% | 2% | 0%
COc1ccccc1CCc1nnc(CCC(=O)NCCOc2cccnc2)o1
  -1% | -4% | -13%
CCOC(=O)N1CCN(C(=O)c2ccc3c(c2)sc2nc(-c4ccc(OC)cc4)cn23)CC1
  ? | -26% | 15%
O=C(c1cccc(S(=O)(=O)N2CCCCC2)c1)N1CCOCC1
  -10% | 0% | 1%
Cc1csc(NC(=O)CSc2ccc(-c3ccccc3)nn2)n1
  ? | -5% | 0%
Cc1coc2c(C)c3oc(=O)c(CC(=O)N[C@@H](CC(C)C)C(=O)O)c(C)c3cc12
  7% | -14% | -24%
O=C(NCc1ccco1)c1c(O)c2cccc3c2n(c1=O)CCC3
  -14% | 4% | -7%
O=C(Nc1ccc(F)c(Cl)c1)N1CCC2(CC1)Oc1ccccc1C(=O)N2Cc1ccccc1F
  ? | -4% | 20%
O=C(Cn1c(-c2cccs2)cc2ccccc21)NCCCN1CCN(c2ccccc2F)CC1
  23µM* | -3% | -17%
C[C@H](CO)N1C[C@H](C)[C@@H](CN(C)Cc2ccc(Cl)c(Cl)c2)Oc2c(NC(=O)CCC(F)(F)F)cccc2C1=O
  18µM* | -12% | ?
CCOC(=O)C1CCCN(S(=O)(=O)c2csc(C(N)=O)c2)C1 (stereo unspecified)
  ? | -11% | -5%
Cc1ccc(C(=O)CN(CCCC(N)=O)C(=O)c2ccncc2)cc1
  0% | -1% | -9%
Cc1cccc(CN2C(=O)c3ccccc3S(=O)(=O)c3ccc(C(=O)N4CCCC4)cc32)c1
  ? | -4% | -22%

Four entries out of the list, sorted by number of heavy atoms, ascending:
Each structure is followed by: DT40 TDP1 CPT | GCN5L2 inh | FEN1 inh
Cc1ccc(C(=O)CN(CCCC(N)=O)C(=O)c2ccncc2)cc1
  0% | -1% | -9%
CCC1CCCCN1Cc1nc2c(c(=O)n(C)c(=O)n2C)n1Cc1cccc2ccccc12 (stereo unspecified)
  ? | 2% | 5%
O=C(Nc1ccc(F)c(Cl)c1)N1CCC2(CC1)Oc1ccccc1C(=O)N2Cc1ccccc1F
  ? | -4% | 20%
CC(C)(C)OC(=O)NCCCC[C@H](NC(=O)c1nc[nH]c1C(=O)N1CCN(c2ccccc2)CC1)C(=O)OC(C)(C)C
  ? | -7% | 1%

Reprinted from the results shown, 4 compounds:
Each structure is followed by: DT40 TDP1 CPT | GCN5L2 inh | FEN1 inh
C[C@H](CO)N1C[C@H](C)[C@@H](CN(C)Cc2ccc(Cl)c(Cl)c2)Oc2c(NC(=O)CCC(F)(F)F)cccc2C1=O
  18µM* | -12% | ?
CCOC(=O)C1CCCN(S(=O)(=O)c2csc(C(N)=O)c2)C1 (stereo unspecified)
  ? | -11% | -5%
Cc1ccc(C(=O)CN(CCCC(N)=O)C(=O)c2ccncc2)cc1
  0% | -1% | -9%
Cc1cccc(CN2C(=O)c3ccccc3S(=O)(=O)c3ccc(C(=O)N4CCCC4)cc32)c1
  ? | -4% | -22%

(list continues)
Each structure is followed by: DT40 TDP1 CPT | GCN5L2 inh | FEN1 inh
CC(C)c1ccc(NC(=O)c2cn(C3CCCC3)c(=O)c3c2c2ccccc2n3C)cc1
  -26% | -7% | 2%
COc1ccc(CCNC(=O)c2c(Cl)ccc(Cl)c2OC)cc1OC
  -18% | -11% | 0%
Nn1c(-c2ccccc2)cc(-c2ccccc2)cc1=O
  -17% | -14% | -2%
Cc1cc(Nc2cccc(Cl)c2)n2ncnc2n1
  -21% | 1% | -2%
O=C(CSc1ccc(-c2ccccn2)nn1)N1CCCC1
  ? | 0% | -4%
O=c1c(-c2cccs2)nc2cnc(Oc3cccc(Cl)c3)nc2n1C[C@H]1CCCO1
  ? | ? | /
CCOc1ccc(-c2c(C)nn3c(C)c(C(=O)NCc4cccc(OC)c4)cnc23)cc1OCC
  9.2µM* | -3% | 2%
O=Cc1cccc(Oc2ccc([N+](=O)[O-])cc2[N+](=O)[O-])c1
  ? | 0% | 13%
COC(=O)C1=Cc2cc(OC)cc([N+](=O)[O-])c2OC1N1CCOCC1 (stereo unspecified)
  ? | 1% | 18%
c1ccc(Nc2scc(-c3ccccc3)[n+]2Cc2ccco2)cc1
  16µM* | -6% | -2%
CCOC(CC(=O)NNC(=O)c1c(-c2c(Cl)cccc2Cl)noc1C)OCC
  -13% | 2% | -2%
CCn1c(=O)cc(OCC(=O)Nc2ccccc2C#N)c2ccccc21
  -9% | -4% | 5%
COc1cccc(-c2csc(NC(=O)Oc3ccccc3)n2)c1
  -16% | 0% | -5%
CCN(CC)c1ccc(C(=O)NCc2ccc3c(c2)CCN3C(=O)c2ccccc2)cc1
  21µM* | -1% | 15%
CC1CC(C(F)(F)F)n2nc(C(=O)O)cc2N1 (stereo unspecified)
  9% | 0% | 1%
COc1cc(C2c3[nH]c4ccccc4c3C[C@H]3C(=O)N(C4CC4)CC(=O)N23)ccc1OC(C)C (stereo partly specified)
  ? | ? | 8%
Cc1nnc(-c2cccc(Br)c2)c2cn(-c3ccc(Br)cc3)nc12
  ? | 26% | ?
Cc1[nH]n(-c2ccccc2)c(=O)c1N=Nc1ccccc1
  -11% | -3% | -14%
COc1ccc(C2(C(=O)NCCCN3CCOCC3)CCOCC2)cc1
  -5% | 1% | -3%
COc1ccc(C2CC(c3ccccc3)=NN2C(=O)COC(=O)c2cccc(N)c2)cc1 (stereo unspecified)
  ? | -12% | -16%
COCCNC(=O)COc1ccc(N(C)S(=O)(=O)c2ccc3ccccc3c2)cc1
  -15% | -15% | -9%
Cc1c(C(=O)NC(C)C)oc2c1-c1[nH]ncc1CC2
  ? | 2% | 3%
NC(=O)c1cccc(S(=O)(=O)N2CCCCC2)c1
  -26% | -5% | 10%
Cc1ccc(C2=NN(C(=O)CSc3nc4ncc(Cl)cc4[nH]3)C(c3ccco3)C2)cc1 (stereo unspecified)
  16% | -12% | -12%
COc1ccc(NS(=O)(=O)c2cc(NC(=O)c3ccco3)ccc2N2CCCCC2)cc1
  ? | -9% | -5%
O=c1[nH]c(-c2ccccn2)nc(C(F)(F)F)c1Br
  6.5µM* | -5% | 3%
O=C(N/N=C/c1ccco1)c1ccc(Br)o1
  -15% | -2% | -11%
COc1ccc(C)cc1S(=O)(=O)N1CCN(C(=O)c2ncoc2-c2cccc(F)c2)CC1
  -12% | -4% | -4%
CCOc1ccccc1N=c1oc2cc(O)ccc2cc1C(=O)NCC1CCCO1 (stereo unspecified)
  11µM* | -6% | 7%
CN1Cc2c(N3CCOCC3)nc(SCc3ccccc3)c(C#N)c2CC1(C)C
  ? | 0% | -7%
CSc1cccc(NC(=O)COc2ccccc2C)c1
  -4% | -8% | 13%
CC(=O)n1cc(N(C(=O)CCl)c2ccc(C)cc2)c2ccccc21
  3.3µM* | -3% | 7%
CC(NC(=S)NCCc1ccccc1)C(c1cccs1)N1CCN(C)CC1 (stereo unspecified)
  -4% | 2% | 5%
COC(=O)c1ccc(C)c(NS(=O)(=O)c2ccc(C)c([N+](=O)[O-])c2)c1
  -24% | 5% | -9%
Cc1cc(NC(=O)CSc2nc3ccccc3c(=O)n2Cc2ccccc2)no1
  -3% | 5% | -5%

The list is partial; rates above refer to the full screens.
